# High-throughput results: PubChem, several laboratories
# LAP4-GFP MLPCN – yeast TOR pathway LAP4-GFP modulation | S. cerevisiae LAP4-GFP multiplex, flow cytometry GFP, 3 h; median GFP as percent of DMSO wells | GFP response vs DMSO, % at 10 µM | 0.34% of 320,000 active | AID 2023;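 active means GFP response vs DMSO above a set limit, about the screen mean plus 3 SD, cut at about 150% in these data; inconclusive means under 70 cell events counted for the yeast strain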
# AGP1 TOR yeast – yeast TOR pathway AGP1-GFP modulation. S. cerevisiae AGP1-GFP multiplex flow cytometry, 3 h; GFP as percent of DMSO wells. 0.02% of 320,000 active. GFP response vs DMSO, % at 10 µM;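 active means GFP response relative to DMSO above a set limit, near screen average plus 3 SD, cut at about 150% in these data; inconclusive means fewer than 70 cells counted for the yeast strain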;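 further: median GFP channel fluorescence of the gated AGP1 strain per well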
# AHR activator – activates the human aryl hydrocarbon receptor. P35869. AHR-responsive luciferase reporter cells, luminescence. activation, % at 5 µM. 2.5% of 320,000 active; in the data active means activation above about 47%;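 further: 0% = vehicle wells and 100% = reference agonist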
# Target sequence (P35869 whole entry, looked up): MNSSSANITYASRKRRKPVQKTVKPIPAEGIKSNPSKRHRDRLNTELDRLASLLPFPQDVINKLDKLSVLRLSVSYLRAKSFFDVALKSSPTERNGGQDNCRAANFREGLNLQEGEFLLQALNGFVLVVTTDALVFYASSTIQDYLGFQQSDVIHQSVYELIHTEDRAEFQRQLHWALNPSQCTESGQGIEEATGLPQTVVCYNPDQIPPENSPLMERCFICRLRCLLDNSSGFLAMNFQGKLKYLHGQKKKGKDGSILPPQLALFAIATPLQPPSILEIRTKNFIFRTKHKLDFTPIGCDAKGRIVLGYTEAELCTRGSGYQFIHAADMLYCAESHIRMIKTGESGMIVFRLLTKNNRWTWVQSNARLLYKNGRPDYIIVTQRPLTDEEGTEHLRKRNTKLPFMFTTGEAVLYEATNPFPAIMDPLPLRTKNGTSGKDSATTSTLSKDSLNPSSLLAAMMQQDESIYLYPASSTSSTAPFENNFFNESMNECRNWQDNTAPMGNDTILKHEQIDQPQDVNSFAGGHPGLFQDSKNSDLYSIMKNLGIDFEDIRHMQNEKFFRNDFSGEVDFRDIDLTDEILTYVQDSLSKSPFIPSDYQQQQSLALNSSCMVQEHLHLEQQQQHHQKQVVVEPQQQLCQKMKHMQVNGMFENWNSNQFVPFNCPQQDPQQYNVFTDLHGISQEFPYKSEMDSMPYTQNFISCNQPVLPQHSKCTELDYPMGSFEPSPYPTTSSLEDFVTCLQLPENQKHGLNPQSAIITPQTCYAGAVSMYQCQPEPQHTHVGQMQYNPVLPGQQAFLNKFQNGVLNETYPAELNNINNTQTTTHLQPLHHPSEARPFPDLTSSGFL
# RPL19A-GFP yeast – yeast TOR pathway RPL19A-GFP modulation; percent response vs DMSO, % at 10 µM; S. cerevisiae RPL19A-GFP strain, flow cytometry, 3 h; hits give low values; 0.3% of 330,000 active; AID 2025;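 active means percent response vs DMSO below 50%; inconclusive means fewer than 70 events counted for the yeast strain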;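 further: median channel GFP fluorescence of the barcoded RPL19A-GFP strain; ratio of sample median GFP to plate DMSO average so 100% = DMSO; lower means less RPL19A-GFP as with rapamycin TOR inhibition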
# CR mimetic SO – lowers age-related superoxide in aged yeast cells | S. cerevisiae aged cells, superoxide DHE fluorescence; hits give low values | superoxide response (% of plate mean), % at 10 µM | AID 2690 | 0.18% of 330,000 active;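 active means superoxide response under a set limit, about three screen SD below normal, cut at about 65% in these data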;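 further: yeast aged for seven days with compound at 30 °C before DHE staining; 100% = average MFI of all compound-treated wells on the plate with controls excluded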
# CIT2 TOR yeast – alters CIT2-GFP fluorescence in TOR pathway yeast screen; S. cerevisiae CIT2-GFP strain, flow cytometry, 3 h; 100 means same as DMSO wells; GFP response vs DMSO, % at 10 µM; 0.065% of 320,000 active; AID 2029;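 active means GFP response relative to DMSO above a set limit, near the screen mean plus 3 SD, cut at about 150% in these data; inconclusive means Fewer than 70 cells measured for a yeast strain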;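 further: ratio of well median GFP fluorescence to mean of DMSO wells on the plate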
# MEP2 TOR yeast – modulators of TOR pathway MEP2-GFP in S. cerevisiae. S. cerevisiae MEP2-GFP strain, flow cytometry GFP, 3 h; 100% = DMSO control level. GFP response vs DMSO, % at 10 µM. 0.51% of 330,000 active;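 active means GFP response versus DMSO above a set limit, roughly screen mean plus 3 SD, cut at about 180% in these data; inconclusive means fewer than 70 cells counted for a yeast strain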;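 further: median GFP fluorescence of the barcode-gated MEP2-GFP cells per well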
# Efflux pump inh – blocks antifungal efflux pumps in multiplex yeast assay; S. cerevisiae Candida pump triplex, Nile Red efflux; inhibition, % at 10 µM; 0.44% of 330,000 active;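 active means plate passing quality check with inhibition over a set limit, or well fluorescence over plate mean plus 4 SD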;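 further: Nile Red retained in pooled yeast measured as flow cytometry median fluorescence; 0% = buffer negative control and 100% = Enniatin B positive control; higher means more Nile Red kept so more efflux inhibition; some compounds called inactive have numbers as strong as hits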
# Active calls of the source: *; ? = inconclusive; nt = no result given; [ ] = another dose, or the depositor's remark.
1) COc1ccc(Cc2nnc(NC(=O)C3CCCO3)s2)cc1OC (configuration not stated)
2) CC(C)Oc1ccc(Cn2c(=O)sc3ccccc32)cc1
3) O=C(Nc1cccc(-c2ccccc2)c1)N1CCN(C(=O)Nc2cccc(-c3ccccc3)c2)CC1
4) COc1cccc(-c2cn(-c3cccc(C(F)(F)F)c3)c(=S)[nH]2)c1
5) Cc1cc(C)nc(N2CCC(C(=O)Nc3ccc4c(c3)OCO4)CC2)n1
6) CC(=O)c1ccc(S(=O)(=O)NC2CCCCCCC2)cc1
7) CO/N=C/c1ccc(N2CCN(C(=O)c3ccc(F)cc3)CC2)c([N+](=O)[O-])c1
8) CCc1cccc(C)c1NC(=O)CCCn1c(=O)c2cccn2c2cccnc21
9) COc1cc(Cl)c(C)cc1NC(=O)COC(=O)/C=C/c1c(C)nn(C2CCS(=O)(=O)C2)c1Cl (configuration not stated)
10) COC(=O)c1cn(CC(=O)NC2CCCCC2)c2ccccc12
Compound,1,2,3,4,5,6,7,8,9,10
LAP4-GFP MLPCN,87,102,105,84,100,91,121,101,105,99
AGP1 TOR yeast,nt,99,99,91,101,87,101,102,101,105
AHR activator,4,5,3,nt,4,0,0,-3,-1,2
RPL19A-GFP yeast,92,101,97,104,101,89,102,99,101,98
CR mimetic SO,95,93,105,102,82,102,107,103,103,166
CIT2 TOR yeast,88,93,93,94,103,90,nt,96,97,98
MEP2 TOR yeast,96,108,99,105,100,102,102,105,101,108
Efflux pump inh,0.4,0.4,-0.1,0.1,-0.2,0.0,-0.1,-0.3,-0.1,0.0

# The closing 4 entries of the section before come first, to join the parts:
7) CO/N=C/c1ccc(N2CCN(C(=O)c3ccc(F)cc3)CC2)c([N+](=O)[O-])c1
8) CCc1cccc(C)c1NC(=O)CCCn1c(=O)c2cccn2c2cccnc21
9) COc1cc(Cl)c(C)cc1NC(=O)COC(=O)/C=C/c1c(C)nn(C2CCS(=O)(=O)C2)c1Cl (configuration not stated)
10) COC(=O)c1cn(CC(=O)NC2CCCCC2)c2ccccc12
11) CCCCCC1CC(CC(=O)NC(=S)Nc2ccc([N+](=O)[O-])cc2)C(=O)O1 (configuration not stated)
12) Cc1ccc(N2C(N)=C(C#N)C(c3cc(CN4CCOCC4)cs3)C3=C2CC(C)(C)CC3=O)cc1 (configuration not stated)
13) COc1cccc(N2CCN(CC(=O)NC(=O)NCc3ccco3)CC2)c1
14) CCC1Sc2ccc(S(=O)(=O)CCC(=O)NCc3ccco3)cc2NC1=O (configuration not stated)
15) CC1(NC(=O)Cc2csc(-c3ccc(Cl)cc3)n2)CCS(=O)(=O)C1 (configuration not stated)
16) COC(=O)COc1c(Cl)cc(Cl)c2ccc(C)nc12
17) CCSc1nc(C)nc2sc(C)c(C)c12
18) CCOC(=O)C1=C(Nc2ccccc2)CC(C)(O)C(C(=O)OCC)C1c1ccccc1 (configuration not stated)
19) O=C(COc1ccc(Cl)cc1Cl)N/N=C/c1ccc[nH]1
20) Cc1ccc(CNC(=O)Cn2cccc2C(=O)c2ccccc2)cc1
Compound,7,8,9,10,11,12,13,14,15,16,17,18,19,20
LAP4-GFP MLPCN,121,101,105,99,98,108,98,105,95,115,103,89,96,104
AGP1 TOR yeast,101,102,101,105,86,109,93,105,96,103,104,93,91,99
AHR activator,0,-3,-1,2,0,0,-1,0,4,2,5,1,10,14
RPL19A-GFP yeast,102,99,101,98,89,97,102,106,98,101,99,100,89,95
CR mimetic SO,107,103,103,166,104,84,100,123,97,111,92,94,113,105
CIT2 TOR yeast,nt,96,97,98,80,109,98,106,105,98,109,102,83,93
MEP2 TOR yeast,102,105,101,108,98,108,97,99,105,103,97,101,88,96
Efflux pump inh,-0.1,-0.3,-0.1,0.0,0.1,0.0,0.8,-0.1,0.1,0.0,0.0,0.0,0.0,0.0

21) N#CCCN(C(=O)CSc1ccc2c(c1)OCCO2)c1ccc(F)cc1
22) CCN(C[C@H]1N[C@@](CC)(C(=O)OC)[C@H]2C(=O)N(Cc3ccccc3)C(=O)[C@@H]12)C(=O)c1ccccc1
23) Cn1c(=O)c2ncn(CC(=O)Nc3ccc4c5c(cccc35)CC4)c2n(C)c1=O
24) Cn1c(SCC(=O)NC2CC2)nnc1-c1ccccn1
25) CC1(C)CC(=O)c2cnc3nc4ccccc4n3c2C1
26) COc1ccccc1C(CCN(Cc1ccccc1)C(C)=O)c1ccco1 (configuration not stated)
27) Cc1nc(-c2cccnc2)sc1C(=O)N/N=C/c1ccccc1Cl
28) CC(=O)c1ccc(S(=O)(=O)N(C)CCCC(=O)N(C)Cc2ccccc2F)cc1
29) Cc1ccc(NCC(=O)c2ccc(C)cc2)cc1
30) Nc1ncc(Br)cc1S(=O)(=O)NCCC(=O)NCc1ccc(F)cc1
Compound,21,22,23,24,25,26,27,28,29,30
LAP4-GFP MLPCN,106,104,94,90,94,101,101,95,94,100
AGP1 TOR yeast,102,107,98,98,94,100,99,100,108,95
AHR activator,2,0,37,3,2,1,1,-1,0,0
RPL19A-GFP yeast,103,102,97,104,96,111,96,104,106,93
CR mimetic SO,101,98,98,96,119,103,100,114,92,92
CIT2 TOR yeast,104,88,92,98,100,103,85,93,105,100
MEP2 TOR yeast,103,101,96,94,93,108,97,100,103,104
Efflux pump inh,0.0,0.0,0.6,0.0,-0.1,0.1,0.2,-0.1,-0.1,-0.1

31) COC(=O)CCN(C(=O)c1ccc(OC(C)=O)cc1)c1ccccn1
32) CC(=O)N1CCc2cc(C(=O)CN3CCN(c4ccccn4)CC3)ccc21
33) CN(C)c1ccc(/C=N/NC(=O)c2ccn(C)n2)cc1
34) O=C(COc1ccccc1)N1CCN=C1SCc1ccc(F)cc1
35) COc1cc(-c2c(-c3ccsc3)sc3ccccc23)cc(OC)c1OC
36) CC(=O)N1c2ccc(S(=O)(=O)NCCC(=O)Nc3ccc(C)cn3)cc2CC1C (configuration not stated)
37) COCCCN1C(=O)C(=O)/C(=C(/O)c2ccc(OC(C)C)c(C)c2)C1c1ccncc1 (configuration not stated)
38) COc1cccc(-n2nnnc2SCC(=O)NCc2ccc3c(c2)OCO3)c1
39) Nc1nc(F)cc(N2CCCCCC2)n1
40) COC(=O)c1ccccc1NC(=O)NN1CCN(C)CC1
Compound,31,32,33,34,35,36,37,38,39,40
LAP4-GFP MLPCN,91,114,102,116,92,97,95,106,115,98
AGP1 TOR yeast,107,108,99,97,95,95,97,105,94,103
AHR activator,1,1,29,0,0,5,1,7,1,-3
RPL19A-GFP yeast,105,100,97,97,97,95,98,99,98,100
CR mimetic SO,92,105,115,108,83,97,103,103,101,96
CIT2 TOR yeast,nt,102,87,94,98,107,103,93,94,97
MEP2 TOR yeast,106,102,90,109,95,102,98,104,96,98
Efflux pump inh,0.0,-0.1,0.1,-0.1,0.1,0.0,-0.1,0.2,-0.1,0.1

41) Cc1ccc(S(=O)(=O)NC2OC(=O)C(Cl)=C2Cl)cc1 (configuration not stated)
42) CC(C(=O)NN=C(c1ccccc1)c1ccccc1)N1CCOCC1 (configuration not stated)
43) Cc1cc(NC(=O)CSc2nc3ccccc3c(=O)n2Cc2ccccc2)no1
44) Nc1nc(-c2ccc3ccccc3c2)cs1
45) CC(=O)N1c2ccccc2C2CCCC[C@@H]21 (some centres not stated)
46) O=C1CN(C(=O)/C=C/c2ccc(Cl)cc2Cl)CCN1
47) C=CCN(CC=C)c1nc2ccccc2nc1C(C#N)C(=O)OCCOC (configuration not stated)
48) O=C1c2cccc3cccc(c23)C(=O)N1Cc1ccco1
49) CCN(CC(F)(F)C(F)F)S(=O)(=O)c1ccc(NC(=O)OC)cc1
50) CCOC(=O)C1=C(COC(=O)[C@@H]2CCCN2S(=O)(=O)c2ccc(C)cc2)NC(=O)NC1C (some centres not stated)
Compound,41,42,43,44,45,46,47,48,49,50
LAP4-GFP MLPCN,88,116,102,107,103,112,109,100,?,86
AGP1 TOR yeast,87,102,106,94,103,115,98,99,?,93
AHR activator,1,5,2,6,1,15,18,-2,0,0
RPL19A-GFP yeast,84,107,100,85,98,106,101,96,14*[may fluoresce violet],106
CR mimetic SO,97,105,91,87,116,103,86,93,96,99
CIT2 TOR yeast,73,95,101,91,98,114,97,96,?,111
MEP2 TOR yeast,92,99,99,94,96,111,143,97,?,106
Efflux pump inh,0.0,0.0,-0.1,0.0,-0.1,-0.1,0.3,0.0,0.1,0.3

51) COc1ccc2c(c1)C(C)=CC(C)(C)N2S(=O)(=O)c1ccc(C)cc1
52) CCOc1ccc(C(C)C)cc1S(=O)(=O)Nc1ccc(Cl)cn1
53) CCN(CC(=O)Nc1ccccc1OC)C(=O)C1CCCC1
54) Cc1ccc(Nc2nc3ccccc3n3cnnc23)c(Cl)c1
55) COc1ccc(Br)cc1CNC(=O)C1CCN(S(=O)(=O)N2CCC(C)CC2)CC1
56) COc1ccc(N/N=C(C)/C(=N/O)C(=O)Nc2ccccc2)cc1
57) Cn1c(SCc2nc3ccccc3[nH]2)nnc1-c1cnccn1
58) O=C(CCC(=O)N/N=C/c1ccc(Br)s1)NCc1ccccc1
59) Cc1cccc(-c2noc(CN(C(C)C)S(=O)(=O)c3ccc(F)cc3)n2)c1
60) CCCS(=O)(=O)Nc1c(C(=O)OC)[nH]c2ccccc12
Compound,51,52,53,54,55,56,57,58,59,60
LAP4-GFP MLPCN,108,96,102,107,90,105,92,83,104,97
AGP1 TOR yeast,97,103,99,98,101,97,97,92,104,99
AHR activator,0,-1,3,2,4,11,8,7,8,29
RPL19A-GFP yeast,92,100,102,107,110,102,94,100,97,98
CR mimetic SO,97,104,90,107,102,113,98,106,106,109
CIT2 TOR yeast,nt,99,101,96,104,101,106,96,102,97
MEP2 TOR yeast,92,107,101,113,99,107,108,103,101,95
Efflux pump inh,0.1,-0.1,-0.1,0.0,0.0,-0.2,-0.1,0.0,0.0,-0.8

61) CN(C(=O)C1CCC(=O)N(Cc2cccc(F)c2)C1)C1CCCCC1 (configuration not stated)
62) Cc1nc(C)c(-c2csc(N)n2)s1
63) COc1ccccc1NC(=O)Cn1nc(-c2ccc3c(c2)OCCO3)ccc1=O
64) O=C(N=C1SC2CS(=O)(=O)CC2N1c1ccc(Cl)cc1)C1CCCO1 (configuration not stated)
65) O=C(CN1C(=O)CSc2ccc(S(=O)(=O)N3CCOCC3)cc21)NCCCN1CCCCC1
66) Cc1cccc(N(C)c2ccc3cc(S(=O)(=O)N4CCCC4)ccc3n2)c1
67) COc1cc(CCCN2CCNC[C@@H]2C(C)O)cc(OC)c1OC (some centres not stated)
68) COc1ccc(CNc2ccc(N3CCOCC3)cc2)cc1
69) COc1ccc(-c2csc(NCCc3nc4cc(Cl)c(Cl)cc4n3CCCO)n2)cc1
70) O=C(/C=C/c1ccccc1[N+](=O)[O-])N1CCCCC1
Compound,61,62,63,64,65,66,67,68,69,70
LAP4-GFP MLPCN,99,106,115,93,96,127,97,97,104,91
AGP1 TOR yeast,95,96,110,103,103,91,103,99,103,100
AHR activator,8,7,25,-3,-1,2,-2,9,31,6
RPL19A-GFP yeast,94,96,112,100,104,89,95,101,101,102
CR mimetic SO,99,101,108,100,96,74,93,88,95,87
CIT2 TOR yeast,91,100,111,100,102,74,99,98,95,104
MEP2 TOR yeast,100,111,111,103,99,92,102,102,98,100
Efflux pump inh,0.2,-0.1,0.2,0.0,0.1,0.3,-0.1,0.1,0.0,-0.1
